Source: PubChem BioAssay
PTHR1 agonist = PTHR1 (human) receptor agonism; Q03431; HEK293 GP2 PTHR1 cells, GloSensor cAMP luminescence, 1 h; Potency, µM (titrated, usually from 115 µM), for the others: top-dose activation, actives largely listed as activators; 0.075% of 410,000 active; AID 743266; further: potency means the concentration at half of the fitted maximal effect; nearly all actives have a fitted effect of over 55% in size; some results filed as inactive show a strong effect at the top dose; inactives centre near -15; many of its hits are not listed in these tables
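HEK-293-derived GP2 cells expressing PTHR1 and a GloSensor cAMP reporter, 3,000/well, plated overnight, given luciferin plus IBMX (each 0.5 mM as added) for 1 h at 37 °C, then compound for 1 h at 37 °C. Luminescence was read after 15 min at room temperature.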
GLP-1R inv ag = inverse agonists of human GLP-1 receptor. HEK293 GLP-1R CRE-luciferase, luminescence, 24 h; GLP-1R form is constitutively active. Potency, µM (series often up to 38.3 µM), for the others: top-dose activity change, negative = inhibition, usual class: inhibitors. AID 624417. 1.6% of 410,000 active. P43220; further: potency means the concentration at half of the fitted maximal effect; on the % scale 0 is the no-effect control and ±100 the full control effect; nearly all actives have a fitted effect of over 55% in size
Target sequence (P43220 whole entry, looked up): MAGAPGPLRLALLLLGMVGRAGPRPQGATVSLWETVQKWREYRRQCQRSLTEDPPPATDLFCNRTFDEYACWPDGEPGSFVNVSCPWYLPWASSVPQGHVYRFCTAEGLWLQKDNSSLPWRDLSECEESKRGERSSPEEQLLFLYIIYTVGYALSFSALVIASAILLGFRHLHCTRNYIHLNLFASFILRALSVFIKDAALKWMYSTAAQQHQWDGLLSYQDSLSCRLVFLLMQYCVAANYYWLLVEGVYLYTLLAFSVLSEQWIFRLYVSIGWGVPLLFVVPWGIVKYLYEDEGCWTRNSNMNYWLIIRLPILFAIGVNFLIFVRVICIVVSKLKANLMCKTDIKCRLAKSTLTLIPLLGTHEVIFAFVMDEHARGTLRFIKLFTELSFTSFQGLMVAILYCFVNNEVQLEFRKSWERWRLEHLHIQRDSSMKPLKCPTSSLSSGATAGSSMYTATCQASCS
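Inverse agonism was detected as reduced cAMP-driven luciferase luminescence after 24 h compound treatment. The cells were HEK293 clones expressing constitutively active human GLP-1R with the reporter. Reporter-only and GPR119 cell lines served as counterscreen controls.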
GLP1R cytotox = cytotoxicity counter-screen for GLP-1 receptor inverse agonists | HEK293 cAMP-luciferase reporter cells, luminescence, 24 h | Potency, µM (doses to about 38.3 µM), for the others: at the highest dose activity change, negative = inhibition, most hits filed as inhibitors | 0.13% of 410,000 active | AID 624418;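 further: loss of luciferase light is scored as toxicity; potency means the concentration at half of the fitted maximal effect; on the % scale 0 is the no-effect control and ±100 the full control effect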
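A 23 nL compound transfer followed 12 hours of cell culture at 37 deg C; exposure then lasted 24 hr. Luciferase assay detection reagent was dispensed and plates read for luminescence after a 12 min room-temperature wait.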
D3 ag = D3 dopamine receptor (human) agonism | P35462 | D3R DiscoveRx beta-arrestin cells, luminescence, 90 min | max activation, % | 0.58% of 410,000 active; in the data active means max activation above about 30%; further: 0% is about no effect; mostly tested at two doses, the higher about 12 µM
Target sequence (P35462 whole entry, looked up): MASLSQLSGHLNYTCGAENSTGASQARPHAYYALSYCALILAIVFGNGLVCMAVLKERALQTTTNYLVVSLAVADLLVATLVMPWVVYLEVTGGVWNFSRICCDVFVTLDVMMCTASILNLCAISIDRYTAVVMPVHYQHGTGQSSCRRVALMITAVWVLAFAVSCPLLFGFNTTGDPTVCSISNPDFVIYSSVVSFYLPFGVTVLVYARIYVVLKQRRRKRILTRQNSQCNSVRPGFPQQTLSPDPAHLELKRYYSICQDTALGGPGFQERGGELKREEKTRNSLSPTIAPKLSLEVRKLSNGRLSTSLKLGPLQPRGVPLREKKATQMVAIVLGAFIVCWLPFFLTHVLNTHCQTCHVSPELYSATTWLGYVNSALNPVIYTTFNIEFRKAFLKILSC
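Agonist mode: compounds and dopamine controls were applied to plated cells for 90 min at 37 degrees C after an overnight attachment at 1500 cells/well. Luminescent read-out followed 30 - 60 minutes at room temperature with DiscoveRx detection reagent.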
D3 antag = antagonists of human D3 dopamine receptor. D3R cells, DiscoveRx beta-arrestin luminescence, antagonist mode; active compounds read low. max response, negative = inhibition, %. 2.5% of 360,000 active. AID 652054; in the data active means max response below about -50%; inconclusive means no clear call, values can overlap the other calls; further: on the % scale 0 is the no-effect control and ±100 the full control effect; mostly tested at two doses, the higher about 12 µM
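Cells plated overnight at 1500 cells/well, then exposed to library compounds with dopamine controls for 90 minutes at 37 degrees C. DiscoveRx reagent added for 30–60 minutes at room temperature; luminescence read, quantitative HTS format.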
TDP-43 yeast inh = rescues yeast growth from TDP-43 toxicity; TDP-43 expressing yeast growth rescue, BacTiter-Glo, 24 h; Potency, µM (titrated, usually from 46.1 µM), without a hit: at the highest dose growth rescue (activation), most hits filed as activators; AID 652104; 1.8% of 410,000 active; further: potency means the concentration at half of the fitted maximal effect; % of control where 0% means no effect; nearly all actives have a fitted effect of over 50% in size
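Yeast expressing TDP-43 (pregrown in raffinose, seeded at OD600=0.02 in galactose medium) exposed to compounds 24 hr at 30 deg C. Growth read by BacTiter-Glo luminescence; rescue of toxicity appears as increased signal.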
KB-V1 cytotox = KB-V1 MDR subline cytotoxicity; KB-V1 MDR cells viability, CellTiter-Glo, 72 h; 3.4% of 400,000 active; Potency, µM (top dose mostly 46.1 µM), for the others: top-dose activity change, negative = cytotoxicity, actives largely listed as cytotoxic; further: potency means the concentration at half of the fitted maximal effect; on the % scale 0 is the no-effect control and ±100 the full control effect; nearly all actives have a fitted effect of over 60% in size
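Cells of the MDR subline KB-V1 are plated, dosed with compound at multiple concentrations, and incubated 72 h at 37 degrees C; CellTiter-Glo is then added and luminescence read after 10 min.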
aSyn rescue = alpha-synuclein toxicity inhibition in yeast | Yeast expressing alpha-synuclein, growth rescue, BacTiter-Glo, 24 h | Potency, µM (series often up to 46.1 µM), without a hit: at the highest dose growth rescue (activation), usual class: activators | 0.14% of 370,000 active; further: potency means the concentration at half of the fitted maximal effect; % of control where 0% means no effect; nearly all actives have a fitted effect of over 65% in size
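Rescue of yeast growth: cells expressing toxic alpha-synuclein, induced in galactose at OD600 0.02, incubated with compound 24 h at 30 C. ATP luminescence quantified growth; inhibitors of toxicity appear as activators.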
GLP-1R agonist = agonists of human GLP-1 receptor; HEK293 GLP-1R CRE-luciferase, luminescence, 4-6 h; cells express a hypersensitive GLP-1R form; Potency, µM (top dose mostly 45.6 µM), inactives show at the top dose activation, usual class: activators; 0.007% of 380,000 active; further: potency means the concentration at half of the fitted maximal effect; % of control where 0% means no effect
* marks the source's active call; other numbers are inactive results; i = inactive; ? = inconclusive; nt = not tested or not shown; & = joins results of further samples; [ ] = dose if it differs, or a comment. Unless noted, the call rests on the fitted dose curve; in most records, active means well fitted curve in the direction sought with a large enough effect; inconclusive means small, poorly fitted or top-dose-only effect, or another doubt; inactive means no such curve, though single readings can be large; an effect the other way counts as inactive or inconclusive. Not all compounds are listed. The share of hits here may be higher or lower than overall.

SMILES	PTHR1 agonist	GLP-1R inv ag	GLP1R cytotox	D3 ag	D3 antag	TDP-43 yeast inh	KB-V1 cytotox	aSyn rescue	GLP-1R agonist
O=c1c(Cc2ccc(F)cc2)c(O)ccn1CCc1cnc[nH]1	0%	6%	0%	-4	3	7%	16%	-3%	-4%
O=C(NNc1nc2c(F)cc(F)cc2s1)C1=COCCO1	i	3%	-2%	2	0	-9%[9.22 µM]	16%	0%	6%
Clc1ccc(OCCSc2ncccn2)c(Br)c1	-38%	?	21%	2	-2	3%	-15%	1%	13%
O=C(Nc1ncccc1O)c1ccc(S(=O)(=O)N2CCCC2)cc1	i	46%[activator]	-7%	2	-4	22%	-29%	1%	-13%
O=S(=O)(NC1CCCC1)c1ccc(S(=O)(=O)NC2CCCC2)cc1	i	-26%	1%	3	7	-15%	-22%	8%	-2%
Cc1cccc(NC(=S)N(CCc2ccncc2)C(C)C)c1C	i	13%	13%	-1	-4	-23%	0%	-8%	4%
CC(=O)Nc1ccc(S(=O)(=O)NC2(c3ccccc3)C(=O)N(C)C(=O)N(C)C2=O)cc1	i	0%	-7%	1	6	27%	27%	-1%	-3%
COc1cccc(-n2nnnc2SCC(=O)Nc2ccc(NC(C)=O)cc2)c1	-2%	21%	-6%	-3	-22	-19%	2%	-3%	9%
Cc1cc(C)c2nc(SC(C)C(=O)NCC(=O)Nc3ccc(F)c(F)c3F)cc(C)c2c1 (stereo not given)	-7%	0%	10%	9	8	8%	-3%	3%	6%
CON/C=N/C(=S)Nc1ncc(C(F)(F)F)cc1Cl	-2%	?	?	-9	-27	-12%	-4%	-10%	0%
Cc1cccc(C(C)C)c1NC(=O)COC(=O)c1cc2ccccc2oc1=O	-14%	7%	1%	17	7	23%	3%	2%	5%
CN(C)c1nc(N)c([N+](=O)[O-])c(N2CCCCCC2)n1	-16%	60%[activator]	-9%	-1	19	11%	0%	?	-3%
O=C(O)c1cccc(CSc2n[nH]c(-c3ccc(Cl)cc3Cl)n2)c1	16%	4%	4%	-3	12	24%	-1%	9%	5%
COC(=O)C1=CN(c2cc(C)cc(C)c2)C=C(C(=O)OC)C1c1ccc(OC)c(O)c1	-13%	?	0%	-7	-29	-1%	?	8%	21%
COc1ccc(OC)c(S(=O)(=O)Nc2cccc(C(C)=O)c2)c1	i	2%	4%	5	9	6%	-28%	0%	0%
CNC(=O)c1cccc(NC(=O)c2cc(-c3ccccc3)nc3c2cnn3C(C)C)c1	-39%	?	?	11	38	?	?	10%	2%
O=C(NCc1ccco1)C1CCCN1C(=O)Nc1cccc(Cl)c1 (stereo not given)	-19%	-11%	1%	1	-11	11%	-4%	-2%	1%
COc1cc(C(=O)NCC(=O)NCCN2C(=O)S/C(=C\c3ccc4c(c3)OCO4)C2=O)cc(OC)c1OC	-8%	13%	-5%	-24	-8	-1%	11%	-2%	-5%
COc1ccc(C(CNC(=O)CCNS(=O)(=O)c2ccc(Br)cc2)N2CCCC2)cc1 (stereo not given)	i	?	-17%	-34	-50*	-6%	?	0%	-1%
COc1ccc(S(=O)(=O)NNC(=O)c2cc3c4ccccc4n(C)c3s2)cc1	-29%	-4%	-5%	1	8	-10%	-1%	-1%	-1%
COc1ccc(CCC(=O)NCCc2ccc(OC)c(OC)c2)cc1	i	14%	-15%	6	6	11%	12%	2%	16%
Cc1cc(N2CCN(c3ccccc3)CC2)n2nnnc2n1	i	-5%	12%	4	20	11%	?	7%	7%
O=S(=O)(NCCC1=CCCCC1)c1ccccc1Br	i	?	23%	-5	-7	?	?	8%	6%
COc1ccc(S(=O)(=O)N(C)CC(=O)N2CCN(c3ccc(F)cc3)CC2)cc1OC	?	7%	2%	-2	16	-8%	-12%	4%	-16%
Cc1ccc(C(=O)NC=C(Cl)Cl)cc1	-9%	1%	-22%	4	15	15%	11%	0%	-2%

Structural class, the entries above containing a Cl atom
SMILES	PTHR1 agonist	GLP-1R inv ag	GLP1R cytotox	D3 ag	D3 antag	TDP-43 yeast inh	KB-V1 cytotox	aSyn rescue	GLP-1R agonist
Clc1ccc(OCCSc2ncccn2)c(Br)c1	-38%	?	21%	2	-2	3%	-15%	1%	13%
CON/C=N/C(=S)Nc1ncc(C(F)(F)F)cc1Cl	-2%	?	?	-9	-27	-12%	-4%	-10%	0%
O=C(O)c1cccc(CSc2n[nH]c(-c3ccc(Cl)cc3Cl)n2)c1	16%	4%	4%	-3	12	24%	-1%	9%	5%
O=C(NCc1ccco1)C1CCCN1C(=O)Nc1cccc(Cl)c1 (stereo not given)	-19%	-11%	1%	1	-11	11%	-4%	-2%	1%
Cc1ccc(C(=O)NC=C(Cl)Cl)cc1	-9%	1%	-22%	4	15	15%	11%	0%	-2%

Following part:
SMILES	PTHR1 agonist	GLP-1R inv ag	GLP1R cytotox	D3 ag	D3 antag	TDP-43 yeast inh	KB-V1 cytotox	aSyn rescue	GLP-1R agonist
CN(/C(=N\S(=O)(=O)c1ccccc1)C(F)(F)F)c1ccccc1	?	0%	-6%	-4	0	-11%	9%	-1%	2%
CCOC(=O)N1CCN(Cc2nnc(-c3ccccc3Cl)o2)CC1	-26%	0%	4%	0	1	-8%	0%	7%	-6%
COc1ccccc1C(=O)NCc1nnnn1-c1ccc(C)c(C)c1	i	8%	1%	-9	nt	?	nt	nt	nt
Cc1ccc(S(=O)(=O)N2CCC(C(=O)Nc3ccc(N4CCOCC4)cc3)CC2)cc1C	-12%	10%	-4%	4	24	13%	-1%	6%	0%
Nc1nc(-c2ccc(Cl)cc2)nn1C(=O)c1ccco1	i	17%	0%	-1	-11	-4%	29%	-9%	0%
CCOc1ccccc1Nc1sc(C(=O)c2ccc(Cl)cc2)c(N)c1C#N	i	4%	0%	16	nt	18%	98%	nt	nt
Nc1nc(-c2ccco2)nn1C(=O)c1ccccc1Cl	i	20%	2%	-7	-6	-11%	0%	-1%	-2%
Oc1ccccc1-c1cnc2cccnn12	i	22%	2%	6	0	0%	-3%	0%	7%
COc1nnc(-c2ccc(C)c(S(=O)(=O)NCC3CCCO3)c2)c2ccccc12 (stereo not given)	-15%	52%[activator]	-2%	-12	-23	-18%	0%	1%	21%
CC(C)(C)c1ccc(C(=O)Nc2nc3nc(-c4ccccc4)cc(=O)n3[nH]2)cc1	-41%[inhibitor]	-19%	2%	2	nt	?	nt	nt	nt
O=C(NC1CCN(Cc2ccccc2)CC1)c1ccccc1OCc1ccccc1Cl	i	?	-28%	-22	-105*	-3%	?	4%	11%
Cc1ccc(NS(=O)(=O)c2ccc3oc(=O)ccc3c2)cc1Cl	-20%	-6%	4%	4	-24	-5%	?	2%	0%
Cc1ccc(CCNC(=O)CCn2c(=O)c3cccn3c3ccc(F)cc32)cc1	-70%&-9%[inhibitor]	?	-5%&-24%	-7&4	-22	2%&22%	?	-10%	4%
N#CCCn1cc(C(=O)Nc2ccc([N+](=O)[O-])cc2)c(-c2cccs2)n1	i	?	4%	-15	?	-20%	-18%	-5%	7%
CSCc1cc(C(=O)NCCN2CCOCC2)c(N)s1	-27%	-20%	-1%	-7	6	15%	-2%	-10%	nt
CSc1nc(NCC(C)O)c2c3c(sc2n1)CN(C)CC3 (stereo not given)	i	12%	19%	-2	29	9%	-2%	4%	0%
CC1(C)S/C(=N/N=C/c2cccs2)NC1=O	-5%	2%	-9%	-3	-8	3%	20%	5%	23%
CC(C)Nc1nc(C#N)nc(NC(C)C)n1	i	1%	-16%	11	5	5%	3%&15%	0%&-10%	8%
O=C(O)c1cccc(N/N=C/c2ccc(-c3ccccc3)cc2)c1	-42%	-23%	-1%	-2	15	17%	-3%	19%	-2%
NC(=O)c1csc(-c2ccncc2)n1	?	3%	8%	-15	-4	-3%	3%	-4%	8%
Cc1cc(C)cc(NC(=O)CN(C)S(=O)(=O)c2cccc3nsnc23)c1	-15%	0%	-19%	1	10	?	4%	-8%	5%
CCC(=O)NC(=S)Nc1ccc(NC(=O)c2ccc(C)c([N+](=O)[O-])c2)cc1	-2%	-21%	-7%	9	11	26%	-12%	-2%	-6%
CC(C)Sc1cc(N2CCCC2)nc(-c2ccccc2)n1	-17%[57.5 µM]	?	6%	-2	-15	28%	2%	-2%	-8%
COc1ccc(-c2ccc(/C=C3/C(=N)N4C=CSC4=NC3=O)o2)c([N+](=O)[O-])c1	-16%	-4%	-1%	1	8	-4%	?	4%	-2%
CCc1ccccc1NC(=O)c1ccc(NCCc2ccccc2)c([N+](=O)[O-])c1	i	22%	-22%	-3	13	0%	?	1%	-3%
